UHRF1 binding = UHRF1 methylated DNA binding inhibitors, primary screen, counter-screen for MBD2 inhibitor project, biochemical, TR-FRET, human UHRF1, single concentration. inhibition, % at 4.4 µM. UHRF1 binding to methylated oligo. E3 ubiquitin-protein ligase UHRF1 (Homo sapiens), Q96T88. 370,000 compounds, 0.75% hits; in the data active = inhibition above about 21%;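 also: UHRF1 SRA domain binding a hemimethylated CpG hairpin DNA probe; 0% = median of test compound wells and 100% = reference inhibitor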
Target sequence (Q96T88 whole entry, looked up, the tested form may be a part): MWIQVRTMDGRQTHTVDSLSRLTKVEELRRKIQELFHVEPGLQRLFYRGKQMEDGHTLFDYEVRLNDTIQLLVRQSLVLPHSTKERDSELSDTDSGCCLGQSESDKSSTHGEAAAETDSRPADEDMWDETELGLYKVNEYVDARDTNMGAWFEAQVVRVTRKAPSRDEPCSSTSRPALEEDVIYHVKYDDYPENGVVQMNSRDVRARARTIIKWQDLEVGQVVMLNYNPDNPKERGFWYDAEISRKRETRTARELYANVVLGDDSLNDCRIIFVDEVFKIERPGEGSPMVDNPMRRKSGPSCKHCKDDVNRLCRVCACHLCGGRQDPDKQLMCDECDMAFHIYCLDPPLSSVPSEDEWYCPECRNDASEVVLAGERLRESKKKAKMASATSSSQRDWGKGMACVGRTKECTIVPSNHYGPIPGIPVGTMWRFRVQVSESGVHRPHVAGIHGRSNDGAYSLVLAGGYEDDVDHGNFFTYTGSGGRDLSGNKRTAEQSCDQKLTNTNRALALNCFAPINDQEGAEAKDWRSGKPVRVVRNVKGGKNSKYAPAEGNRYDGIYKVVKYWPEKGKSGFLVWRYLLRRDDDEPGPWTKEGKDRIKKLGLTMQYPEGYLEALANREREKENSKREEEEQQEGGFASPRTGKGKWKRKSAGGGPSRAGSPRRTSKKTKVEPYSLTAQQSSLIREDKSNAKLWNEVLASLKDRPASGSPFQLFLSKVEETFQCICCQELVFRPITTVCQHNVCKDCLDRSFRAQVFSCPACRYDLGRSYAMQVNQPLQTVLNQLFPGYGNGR
LEDGF integ inh = blockers of LEDGF/p75-dependent integrase strand transfer – biochemical, TR-FRET, high throughput, primary screen | HIV-1 integrase (with human LEDGF/p75) | TR-FRET IN-LEDGF/p75 DNA integration, Eu/Cy5 | inhibition, % at 3.7 µM | 370,000 compounds, 0.64% hits | AID 743269, 2014;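 active = inhibition above the screen-wide mean plus 3 SD, cut at about 13% in these data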;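 also: signal is the Cy5 over europium emission ratio at 671 and 618 nm; 0% = plate median of compound wells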
PRMT1 FP inh = PRMT1 methyltransferase inhibitors, primary screen, biochemical, fluorescence polarization | Protein arginine N-methyltransferase 1 (Homo sapiens), Q99873 | recombinant PRMT1, activity-based probe fluorescence polarization | inhibition, % at 2.79 µM | 370,000 compounds, 1.3% hits | AID 652257, 2013;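 active = inhibition above about 21% made by adding two undisclosed values, limit read from the data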
TCR-CD3 inh = inhibitors of human TCR-CD3 interaction, primary screen, biochemical, fluorescence, TAMRA-labeled TCR probe; T-cell receptor (TCR); inhibition, % at 9.4 µM; 360,000 compounds, 0.37% hits; in the data active = inhibition above about 19%;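 also: recombinant mutant TCR 2C K166C tagged with TAMRA read by polarization; 0% = receptor in buffer alone and 100% = receptor with positive control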
Tn7 DDE FP = inhibitors of Tn7 peptide binding to fibrin DD(E), primary screen, biochemical, fluorescence polarization, human fibrin, Tn7 probe; FP displacement of FITC-Tn7 peptide from fibrin DD(E); 0% = median of compound wells per plate; inhibition, % at 8.3 µM; 370,000 compounds, 0.13% hits; AID 720508, 2013;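 active = inhibition above the mean of compounds falling within the control limits plus 3 SD of them, cut at about 14% in these data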;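 also: 0% = plate median of compound wells and 100% = 10 µM Aha-Tn7 peptide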
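Test system – human fibrin DD(E) · Times – 10 min preincubation, 3 h with tracer, room temperature · Detection – fluorescence polarization of the labelled Tn7 tracer · Measure – percent inhibition normalized to high-control wells · Benchmarks – high control wells with 10 µM unlabelled Aha-Tn7 peptide (full inhibition) · Repeats – singlicate testing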
mABHD4 FP = ABHD4 inhibitors, primary screen, biochemical, fluorescence polarization, mouse. (Lyso)-N-acylphosphatidylethanolamine lipase (Mus musculus), Q8VD66. 370,000 compounds, 0.54% hits. purified mABHD4, FP-Rh probe fluorescence polarization. AID 720543, 2013. inhibition, % at 8.92 µM;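 active = inhibition exceeding the mean over every tested compound plus 3 SD, cut at about 30% in these data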;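 also: 0% = plate median of compound wells and 100% = S159A mutant with DMSO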
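Material: mouse ABHD4 enzyme, wild type; Benchmarks: S159A mutant high control, sample median low control; Buffer or medium: HEPES pH 7.0, NaCl, Pluronic buffer; Signal: fluorescence polarization; Read-out: percent inhibition of probe binding, normalized to plate controls; Timing: pre-incubation 45 min, probe exposure 60 min, at 25 °C; Dosing: 8.92 µM, single dose.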
TDP2 absorb = human TDP2 enzyme inhibitors, primary screen, biochemical, epi absorbance, recombinant enzyme; Tyrosyl-DNA phosphodiesterase 2 (Homo sapiens), O95551; T5PNP hydrolysis, p-nitrophenol absorbance 415 nm; inhibition, % at 12.8 µM; 370,000 compounds, 0.34% hits; AID 720702, 2013;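 active = inhibition above the mean of all tested compounds plus 3 SD, set per campaign, cut at about 25% in these data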;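 also: 0% = DMSO with enzyme and 100% = buffer with substrate but no TDP2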
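Read-out basis: percent inhibition. System: recombinant human TDP2. Buffer or medium: Mg2+-containing Tris-HCl buffer, pH 7.5. Repeats: single replicate. Timing: reaction 2 h, 37 °C. Benchmarks: high control without enzyme, low control DMSO plus TDP2. Probe or stimulus: 5 mM T5PNP. Doses: 12.8 µM only. Measured by: epi absorbance of p-nitrophenol freed from T5PNP by hydrolysis.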
PG9 Ab binder = binders of HIV-1 gp120 antibody PG9, primary screen, biochemical, TR-FRET | HIV-1 gp120 / PG9 antibody interaction | TR-FRET gp120-PG9 antibody binding | inhibition, % at 6.7 µM | 360,000 compounds, 0.43% hits | AID 624416, 2012; in the data active = inhibition above about 8.5%
HTRA1 inh = HTRA1 serine protease inhibitors, primary screen, biochemical, fluorescence polarization, HTS; inhibition, % at 5.96 µM; Q92743; 340,000 compounds, 0.5% hits; recombinant HTRA1, FP-rhodamine activity-based probe; in the data active = inhibition above about 36%;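 also: 0% = enzyme with DMSO and 100% = wells lacking enzyme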
SIAE primary = human SIAE inhibitors, primary screen, biochemical, fluorescence polarization, FP-Rh probe, 1536-well HTS. Sialate O-acetylesterase (Homo sapiens), Q9HAT2. SIAE FP-Rh probe binding. inhibition, % at 9.66 µM. 370,000 compounds, 0.69% hits. AID 1053197, 2014;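 active = inhibition above a cutoff: mean of compounds within the control limits plus 3 SD of those, cut at about 17% in these data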;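 also: 0% = plate median of compound wells and 100% = probe without SIAE protein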
* marks the source's active call; other numbers are inactive results; / = not tested or not shown.

SMILES | UHRF1 binding | LEDGF integ inh | PRMT1 FP inh | TCR-CD3 inh | Tn7 DDE FP | mABHD4 FP | TDP2 absorb | PG9 Ab binder | HTRA1 inh | SIAE primary
Cc1cccc(C(=O)Nc2ccc(C(=O)/C=C/c3cccs3)cc2)c1 | -4 | -1 | -3 | 19* | 5 | -32 | 5 | -0.9 | -140 | -15
NNc1nnc2c3cc(F)ccc3n(Cc3ccccc3)c2n1 | -2 | -2 | -4 | 4 | 5 | 6 | 10 | -1.3 | -45 | 6
COc1ccc(CNC(=O)C2CCCN(C(=O)Nc3ccccc3OC)C2)cc1 (centres undefined) | 1 | 0 | -6 | 3 | -3 | 1 | 11 | -1.1 | 5 | 9
Cc1ccc(OC(=O)C2CSC3(C)CCC(=O)N23)c(Br)c1 (centres undefined) | -2 | 3 | -4 | 3 | 0 | -6 | -19 | -0.3 | 9 | -4
CN1N=C(C(C)(C)C)CSC1=Nc1ccc(F)cc1 | -1 | -3 | 0 | 0 | 5 | -1 | 12 | -4.2 | 3 | 8
Cc1csc(NC(=O)c2ccccc2[N+](=O)[O-])n1 | -2 | -3 | 1 | 2 | 9 | 3 | -5 | -0.5 | 2 | -2
Cc1ccc(S(=O)(=O)c2nc(S(C)(=O)=O)sc2N2CCC3(CC2)OCCO3)cc1 | 0 | -1 | -5 | 0 | 2 | -2 | -1 | -1.8 | 4 | 2
CSc1ccc(C(=O)C2CCCN(Cc3cccc4nccnc34)C2)cc1 (centres undefined) | -2 | 3 | -5 | 7 | -1 | -9 | 12 | -1.3 | 2 | 8
Cc1cc(C(=O)CSc2nc(N)cc(=O)[nH]2)c(C)n1-c1ccc(OC(F)F)cc1 | 0 | 3 | -2 | 2 | -5 | -3 | -7 | -0.9 | -6 | -3
CC(=O)c1ccc(OCC(O)CN2C(C)CCCC2C)cc1 (centres undefined) | 1 | -3 | 3 | -5 | -2 | 1 | 7 | -1.3 | -3 | -7
COc1ccc(S(=O)(=O)Nc2ccc(-c3ccc4nnc(C)n4n3)cc2)c(OC)c1 | -2 | 3 | 16 | 6 | 1 | 5 | 1 | 0.8 | 1 | -10
O=C(Nc1ccc2c(c1)OCCO2)C(c1ccnc2ccccc12)n1c(=O)c(-c2ccco2)nc2ccccc21 (centres undefined) | 0 | -1 | 6 | -7 | 4 | 12 | 7 | -1.4 | / | 3
COC(=O)c1ccccc1 | 5 | -4 | 3 | -9 | 2 | 5 | -4 | 1.4 | / | 3
O=C(NCc1ccccc1)C1c2ccccc2OCC(=O)N1CCCN1CCOCC1 (centres undefined) | 0 | 0 | -6 | -2 | 10 | -3 | 2 | -2.8 | / | 7
COc1ccccc1NS(=O)(=O)c1cc(Cl)ccc1OC | -1 | 1 | -4 | 2 | 14* | -2 | -5 | -1.7 | -8 | 2
O=C(COC(=O)/C=C/c1cccs1)Nc1ccc2ccccc2c1 | 1 | 0 | -6 | 4 | 1 | -2 | 5 | 1.0 | -3 | -1
COc1ccc(C)cc1Nc1cc(C)nc2nc(C)nn12 | 0 | 5 | -8 | 0 | -7 | -3 | 2 | -0.3 | -1 | -5
COc1cc(CNc2nc(C)c([N+](=O)[O-])c(C)c2C#N)cc(OC)c1OC | 1 | -2 | -1 | 5 | 5 | -3 | 2 | -0.2 | -7 | -2
Cn1ccnc1C(O)(c1ccccc1)c1ccccc1 | -3 | 0 | 0 | 0 | -6 | -3 | -1 | -0.7 | 4 | 2
C=CCN(C(=O)CCC(=O)O)C1CC(=O)N(c2ccc(OCCC)cc2)C1=O (centres undefined) | 0 | -1 | 1 | 1 | 1 | 1 | 5 | -0.5 | -5 | 13
O=C1C(=O)N(Cc2ccccc2)C(=O)N1CCN1C(=O)c2ccccc2C1=O | -1 | -2 | 1 | -2 | -4 | 2 | 13 | 0.4 | 0 | 4
CCOC(=O)c1c(C)[nH]c(C(=O)OCC(=O)N(CC(C)C)C2CCS(=O)(=O)C2)c1C (centres undefined) | -1 | -2 | 3 | -1 | 5 | 5 | 10 | -1.5 | -8 | 3
COc1ccc(NC(=S)N/N=C/c2ccc(F)c(F)c2)cc1 | -2 | 6 | -1 | 1 | 8 | -6 | -2 | -1.3 | -2 | 5
COc1ccc(Nc2cc(C)nc3ncnn23)cc1 | 0 | 1 | 2 | 0 | 6 | 2 | 3 | 1.6 | 0 | -6
Cc1nc(Cc2nnc(SC(C)C(=O)Nc3ccccc3)o2)cs1 (centres undefined) | -1 | 0 | -2 | 9 | 3 | -2 | -2 | -0.8 | 4 | -2
O=C(CSc1nc2ccccc2c(=O)n1-c1ccc(F)cc1)Nc1ccc(N2CCOCC2)cc1 | -3 | -1 | 0 | 4 | 8 | 2 | -5 | -0.3 | 0 | -6
CCOc1ccc(NC(=O)CCC(=O)NNC(=O)c2ccccc2Cl)cc1 | 0 | -1 | 8 | -4 | 1 | 0 | 0 | -1.3 | -2 | -5
C[C@H](CO)N1C[C@H](C)[C@@H](CN(C)Cc2ccncc2)Oc2c(NC(=O)CCC(F)(F)F)cccc2C1=O | -3 | 1 | -3 | 6 | -4 | 7 | 0 | -0.7 | 1 | -6
COCC(C)NC(=S)NC(=O)c1cc(S(=O)(=O)N2CCOCC2)ccc1C (centres undefined) | 12 | 1 | -1 | 3 | -4 | 0 | 7 | -3.1 | -5 | 3
Cc1cccc(S(=O)(=O)N(C)C[C@@H]2OCc3cn(nn3)CCCC(=O)N([C@H](C)CO)C[C@H]2C)c1 | 1 | -5 | 0 | -1 | -2 | 3 | -5 | 0.1 | 6 | 4
COc1ccc(/C=C/C(=O)OCC(=O)c2cc(C)ccc2C)cc1 | 3 | 4 | -6 | 1 | 5 | -4 | -4 | -0.9 | -5 | 2
Cc1ccc(NC(=O)CCCNC(=O)c2ccc(Cl)cc2)c(Br)c1 | 1 | -1 | 0 | 1 | 0 | -3 | 6 | -0.2 | -8 | 1
Cc1csc(NC(=O)C(NC(=O)c2ccccc2F)C(C)C)n1 (centres undefined) | 0 | -1 | -3 | -5 | -1 | 3 | 5 | -1.2 | 2 | 8
COc1ccc(N2CCN(C(=O)/C(C#N)=C/c3ccccc3)CC2)cc1 | 3 | -7 | 3 | -2 | 6 | 4 | 6 | 0.6 | -1 | 1
O=C1c2ccc3c4c(ccc(c24)C(=O)N1c1ccc2ccccc2c1)CC3 | -1 | -2 | -3 | 4 | -4 | -5 | -9 | -2.7 | 2 | -9
CC(=O)C(C)n1c(CN(C)Cc2ccccc2)nc2c1c(=O)n(C)c(=O)n2C (centres undefined) | 2 | -4 | -4 | -5 | 5 | 6 | 0 | 0.9 | 7 | -3
N#CC(C#N)=NNc1ccc(S(=O)(=O)N2CCCC2)cc1 | 0 | 1 | 3 | 6 | -11 | 9 | -24 | -1.6 | -3 | 4
CCOc1ccc2nc(NC(=O)CSc3ccc(Cl)cc3)sc2c1 | -1 | 1 | 4 | -9 | -4 | 4 | -7 | -1.4 | -20 | -22
Cc1cccc(C(=O)NC(=S)Nc2ccc(S(=O)(=O)N3CCCCC3)cc2)c1 | -1 | -5 | 1 | 2 | 10 | -15 | -1 | -2.7 | -47 | -22
CCN(CC(=O)Nc1ccccc1C(F)(F)F)C(=O)CCc1nc2ccccc2c(=O)[nH]1 | -1 | 2 | -1 | 7 | 6 | 7 | -3 | -1.7 | 3 | -3
O=C(CCc1ccccc1)n1nc(-c2ccccc2)nc1NCc1ccco1 | 4 | -1 | 3 | 2 | -5 | 4 | -4 | -0.8 | 8 | -4
Cc1ccc(SCC(=O)O/N=C(\N)c2cccc([N+](=O)[O-])c2)cc1 | -1 | -4 | -1 | 1 | 3 | 3 | -18 | -0.2 | -9 | -4
Nc1ccc(Cc2nc3c(ccc4ccccc43)[nH]2)cc1 | -1 | 6 | 2 | -7 | -1 | 13 | 5 | 0.5 | -3 | 6
CCCn1nc(C(=O)NCC(C)(C)N2CCOCC2)c2ccccc2c1=O | 3 | -2 | -1 | 0 | -2 | -6 | -9 | -1.7 | -1 | 2
COc1ccc(S(=O)(=O)Nc2nnc(C(C)(C)C)s2)cc1 | 1 | -1 | 1 | 3 | 2 | 3 | 9 | 0.8 | 2 | -13
CCn1cc(CNC(=O)C2C3CCC(C3)C2C(=O)O)cn1 (centres undefined) | -1 | 1 | -2 | 2 | -3 | 1 | 4 | 0.4 | -4 | -3
NC(=O)c1ccccc1NC(=O)c1ccoc1 | 1 | -2 | -4 | 5 | 1 | 3 | -2 | -1.5 | 2 | 1
O=C(CCn1c(=S)[nH]c2cc3c(cc2c1=O)OCO3)NCc1ccccc1Cl | 0 | -2 | -1 | 5 | 2 | 6 | -14 | -0.4 | -1 | -7
CCOCCCn1c(NN)nc2ccccc2c1=O | -3 | 1 | -4 | 7 | -4 | 0 | 6 | -2.2 | -14 | -4
CNC(=S)Nc1cc(C(F)(F)F)ccc1Cl | 1 | 0 | 0 | -4 | -2 | -2 | -21 | -0.5 | 0 | -2
CN(CC(=O)Nc1ccc(F)c(F)c1)S(=O)(=O)c1cccs1 | 0 | 0 | 0 | 12 | 1 | -7 | 8 | -2.4 | 6 | 5

Three compounds already listed, arranged by SMILES length, smallest number first:
SMILES | UHRF1 binding | LEDGF integ inh | PRMT1 FP inh | TCR-CD3 inh | Tn7 DDE FP | mABHD4 FP | TDP2 absorb | PG9 Ab binder | HTRA1 inh | SIAE primary
CCOCCCn1c(NN)nc2ccccc2c1=O | -3 | 1 | -4 | 7 | -4 | 0 | 6 | -2.2 | -14 | -4
COc1ccc(NC(=S)N/N=C/c2ccc(F)c(F)c2)cc1 | -2 | 6 | -1 | 1 | 8 | -6 | -2 | -1.3 | -2 | 5
COc1ccc(S(=O)(=O)Nc2ccc(-c3ccc4nnc(C)n4n3)cc2)c(OC)c1 | -2 | 3 | 16 | 6 | 1 | 5 | 1 | 0.8 | 1 | -10

Screens from PubChem BioAssay.
